MOR-DOR ag: agonists of OPRM1-OPRD1 heterodimerization, primary screen, cell-based, luminescence; Mu-type opioid receptor (Homo sapiens) + Delta-type opioid receptor (Homo sapiens), …; activation, % at 9.3 µM; 340,000 compounds, 0.3% hits; cells; AID 504326, 2011; in the data active = activation above about 18%;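 note: 0% = vehicle-treated cells and 100% = reference agonist; values of inactives mirror those of a sister screen read the other way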
Arrestin-AP2 inh: inhibitors of beta-arrestin/AP2 binding, primary screen, biochemical, GPCR trafficking, flow cytometry; beta-arrestin 1 C-terminal peptide binding to AP2 beta2-adaptin appendage (human); FITC-arrestin peptide / GST-AP2 beads; AP2 beta2 appendage carries R879A mutation; inhibition, % at 10 µM; 340,000 compounds, 0.31% hits; AID 504490, 2011;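 active = inhibition above a set limit, near 3 SD of compounds lacking own fluorescence, cut at about 54% in these data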;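 note: plate controls were DMSO wells for no effect and 5 µM unlabelled arrestin peptide for full effect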
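Material – AP2 appendage R879A on GSH beads · Buffer or medium – PBS with 0.05% Tween 20 and 0.1% BSA · Probe or stimulus – fluorescein-tagged arrestin peptide at 50 nM final · Incubation – compound with beads 12 min RT, then probe 1 h RT · Detection – high-throughput flow cytometry of beads, ex 488, em 535 nm · Evaluation – percent response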
V-ATPase pH: regulators of yeast V-ATPase proton pumping, primary screen, pHLuorin cytosolic pH fluorescence. S. cerevisiae. response, % at 10 µM. 350,000 compounds, 0.37% hits. AID 504577, 2011; in the data active = response mostly above about 7.3%, no sharp cut-off; inactive = mostly below about 5.4%; note: actives read high; inactives centre near 0; some compounds called inactive have numbers as strong as hits; reference of the scale not given here
Pemphigus Ab inh: inhibitors of pemphigus antibody binding to DSG3, primary screen, biochemical, bead-based, flow cytometry, scFv-GFP; Desmoglein-3 (Homo sapiens), P32926; DSG3-coupled beads, scFv-anti-DSG3-GFP binding; hits give low values; binding (percent of control), % at 10 µM; 310,000 compounds, 0.48% hits; AID 588358, 2011;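 active = binding more than 3 SD below its plate's average and above zero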;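 note: hits lower antibody fragment binding to DSG3; some compounds called inactive have numbers as strong as hits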
C-LANA FP: inhibitors of KSHV C-LANA binding to DNA, primary screen, biochemical, fluorescence polarization, FAM-LBS DNA, MBP-C-LANA, single point. inhibition, % at 9 µM. 340,000 compounds, 0.078% hits. AID 504423, 2011;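 active = highest replicate inhibition at or above 60% at 9 µM, even if other replicates fall short; inactive = all replicates below 60% inhibition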;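 note: 0% = neutral control wells and 100% = 4 µM acridine orange control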
Wnt act: Wnt/beta-catenin pathway activators, primary screen, cell-based, plate reader, single point; Wnt/beta-catenin reporter cell assay, activator; activation, % at 9.35 µM; 300,000 compounds, 1.2% hits; AID 743398, 2014; in the data active = activation above about 30%, passing the limit was not always enough;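 note: 0% = neutral control wells and 100% = positive control wells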
MOR-DOR inv ag: inverse agonists of MOR-DOR heterodimerization, primary screen, cell-based, luminescence; Mu-type opioid receptor (Homo sapiens) + Delta-type opioid receptor (Homo sapiens), …; cell-based MOR-DOR heterodimer luminescence, inverse agonism; inhibition, % at 9.3 µM; 340,000 compounds, 0.21% hits; in the data active = inhibition above about 22%, passing the limit was not always enough;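 note: 0% = cells with DMSO and 100% = wells without cells with DMSO; values of inactives mirror those of a sister screen read the other way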
cardiac RTF act: cardiac RTF calcium sensitivity activators, primary screen, biochemical, IANBD-TnC fluorescence, EC20 calcium | IANBD-labeled TnC RTF fluorescence at EC20 calcium; 0% EC20 calcium, 100% full calcium | activation, % at 7.2 µM | 340,000 compounds, 0.24% hits | Troponin I, cardiac muscle (Homo sapiens) + Troponin T, cardiac muscle (Homo sapiens) + …;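 active = activation above the mean over all tested compounds plus 3 SD, cut at about 30% in these data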;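 note: rise in fluorescence read as greater calcium sensitivity of cardiac thin filaments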
Cardiac RTF inh: cardiac RTF calcium sensitivity inhibitors, primary screen, biochemical, IANBD-TnC fluorescence, EC70 calcium; 340,000 compounds, 0.12% hits; Troponin I, cardiac muscle (Homo sapiens) + Troponin T, cardiac muscle (Homo sapiens) + …; IANBD-labeled cardiac RTF, Ca2+ fluorescence; AID 493244, 2011; inhibition, % at 7.15 µM;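 active = inhibition above the mean inhibition of all tested compounds plus 3 SD, cut at about 17% in these data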;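 note: assay run at fixed EC70 calcium of 1.6 mM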
Keap1 Nrf2 FP: Keap1-Nrf2 protein-protein interaction inhibitors, primary screen, biochemical, fluorescence polarization, single point; inhibition, % at 9.4 µM; Keap1 Kelch-Nrf2 peptide fluorescence polarization, 1536-well; Kelch-like ECH-associated protein 1 (Homo sapiens), Q14145; AID 504523, 2011; 340,000 compounds, 0.15% hits; in the data active = inhibition above about 12%;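 note: human Keap1 Kelch domain with fluorescein labeled Nrf2 9mer peptide probe; 0% = neutral control wells and 100% = peptide positive control; higher means more block of Keap1 binding to Nrf2 peptide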
Target sequence (Q14145 whole entry, looked up, the tested form may be a part): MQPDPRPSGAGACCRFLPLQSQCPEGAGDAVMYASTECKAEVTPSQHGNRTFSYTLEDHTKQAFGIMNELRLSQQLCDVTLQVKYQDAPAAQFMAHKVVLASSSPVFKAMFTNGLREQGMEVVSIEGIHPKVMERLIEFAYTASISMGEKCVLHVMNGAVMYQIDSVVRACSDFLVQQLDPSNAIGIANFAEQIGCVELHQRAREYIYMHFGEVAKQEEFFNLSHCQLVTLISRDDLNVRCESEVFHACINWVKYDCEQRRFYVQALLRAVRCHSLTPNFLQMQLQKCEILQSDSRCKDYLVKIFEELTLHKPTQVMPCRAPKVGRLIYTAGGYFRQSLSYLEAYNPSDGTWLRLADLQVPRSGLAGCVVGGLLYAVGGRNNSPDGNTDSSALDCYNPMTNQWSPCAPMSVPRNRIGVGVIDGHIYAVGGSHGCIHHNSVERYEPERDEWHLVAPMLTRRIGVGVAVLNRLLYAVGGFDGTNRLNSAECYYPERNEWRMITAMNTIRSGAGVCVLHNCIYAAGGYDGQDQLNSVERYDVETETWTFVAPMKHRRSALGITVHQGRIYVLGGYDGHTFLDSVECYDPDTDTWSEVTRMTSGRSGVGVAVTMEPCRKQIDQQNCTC
An asterisk follows results filed as active; · = not tested or not shown.

SMILES	MOR-DOR ag	Arrestin-AP2 inh	V-ATPase pH	Pemphigus Ab inh	C-LANA FP	Wnt act	MOR-DOR inv ag	cardiac RTF act	Cardiac RTF inh	Keap1 Nrf2 FP
CC(C)=C1Cc2ccccc2C1=O	-0.8	-3	3	103	0.2	-1	4	4	1	-6
CC(C)C(NC(=O)c1ccc(C(C)(C)C)cc1)C(=O)NCCc1ccccn1 (centres undefined)	0.8	-1	-1	107	-1.0	-3	-4	7	-6	0
O=C(CCN1C(=O)COc2ccccc21)N1CCN(c2ccccc2)CC1	-2.7	5	-3	100	1.5	0	14	-3	9	0
CCOC(=O)c1sc(C(=O)OCC)c(OCCO)c1OCCO	-0.1	31	-7	100	0.9	·	0	-1	-5	-2
Cc1c(Br)ccc(NC(=O)CCN2C(=O)C3C4CCC(C4)C3C2=O)c1C (centres undefined)	-1.4	-1	-1	97	2.0	-5	8	-1	-5	7
O=C(Nc1cccc(-c2nc3ccccc3o2)c1)c1cccnc1	-1.1	-1	-5	123	-0.3	-1	6	-1	-7	-1
CCC(C)Nc1nc(N)c([N+](=O)[O-])c(NCCO)n1 (centres undefined)	-0.8	-24	0	106	-0.2	3	4	1	4	6
COCCCn1c(SCC(=O)OC2CCCCC2)nnc1-c1ccco1	-1.5	25	-1	99	-0.2	-2	8	3	4	-3
Cc1ccccc1-n1c(=O)n(Cc2ccc(C(=O)O)cc2)c(=O)c2[nH]cnc21	-1.3	-2	1	98	-2.0	-5	6	0	-4	0
O=C(NC1CCCCC1)C1CCCN(c2nnnn2-c2ccccc2)C1 (centres undefined)	-2.1	10	0	·	1.3	·	11	-1	-5	-2
CN(CC(=O)Nc1ccc2c(c1)OCCO2)Cc1nc2ccccc2c(=O)[nH]1	-2.3	-1	4	104	-0.1	6	9	3	-1	-5
Cc1cc(O)c(C(C[N+](=O)[O-])c2ccc(Cl)cc2)c(=O)o1 (centres undefined)	1.0	6	1	102	4.5	1	-6	1	-8	-4
CCn1cc(C(=O)N[C@@H](CCSC)C(=O)NCCCO)c(=O)c2cc3c(cc21)OCO3	-2.9	38	-1	88	0.2	1	17	-1	3	-3
O=C(NNc1c(Cl)cc(Cl)cc1Cl)C1CCC1	-3.0	-12	-1	88	-0.3	0	18	1	-2	-2
O=C(NCCN1CCN(c2ccccc2)CC1)Nc1cccc(Br)c1	-0.1	3	4	100	-0.6	-1	1	-2	1	-2
COc1cc(C2Nc3ccccc3C(=O)N2c2ccccc2OC)ccc1O (centres undefined)	-2.2	-2	4	97	0.7	·	13	-5	-3	-1
CCCN1CCCc2ccccc21	0.1	1	4	93	-0.4	-1	-1	-5	-3	-2
CCOC(=O)C(O)(CC(=O)c1ccc(OC)cc1)C(F)(F)F (centres undefined)	-1.8	24	-1	104	-0.2	2	10	0	10	0
CCC(CC)c1nc(C#N)c(NC(C)c2ccccc2)o1 (centres undefined)	1.4	-2	1	107	0.1	1	-7	19	-4	-7
CCOc1cc(S(=O)(=O)n2cnc(C)c2)ccc1Cl	0.3	-10	1	160	-3.3	-1	-2	4	-3	-5
COc1ccc(C)cc1NC(=O)c1ccc(S(=O)(=O)N2CCOCC2)cc1	-0.5	6	-4	·	1.2	0	2	-1	-10	3
Cc1ccc(-n2nnnc2SCc2nc3sc(C)c(C)c3c(=O)[nH]2)cc1	6.8	5	1	100	14	·	-36	14	-1	-4
Cc1ccc(C2N=C(N)Nc3nc(=O)c4ccccc4n32)cc1 (centres undefined)	-0.6	26	-3	109	0.5	6	3	3	-4	-1
COc1cc(CN2CCCCC2C(=O)Nc2ccc(Oc3ccccc3)nc2)ccc1O (centres undefined)	1.0	29	-2	104	-1.2	0	-5	0	-5	-4
COc1cc(NS(=O)(=O)c2ccc(N/C=C\C(=O)c3ccc(F)cc3)cc2)nc(OC)n1	-1.6	34	-6	110	0.4	-1	9	-2	-9	-6
CC(C(=O)N1CCCCCC1)N(c1ccc(Cl)cc1)S(C)(=O)=O (centres undefined)	-2.3	-2	1	103	1.9	-1	11	-3	-7	-3
Clc1ccc(C(c2nnnn2C2CCCC2)N2CCN(Cc3ccncc3)CC2)cc1 (centres undefined)	-1.0	1	1	108	0.7	·	4	5	1	-3
Cc1ccc(C)c(NS(=O)(=O)c2c(C)nc3sccn3c2=O)c1	-0.8	-10	-2	105	0.9	0	5	8	-2	-3
O=C(CC1C(=O)N(c2ccccc2)C(=O)N1C1CCCCC1)Nc1ccccc1 (centres undefined)	-2.1	22	-2	100	-1.1	·	12	-2	5	0
COc1ccc(-c2nc(Cn3c(SCc4ccc(F)cc4)nc4ccncc43)c(C)o2)cc1OC	-0.1	0	5	91	0.3	-2	0	6	-10	1
C[C@@H](C(=O)NCCCCCC(=O)O)n1nnc2ccccc2c1=O	-1.8	24	1	101	0.0	-1	9	1	-13	0
COC(=O)/C=C/c1ccc2c(c1)S(=O)(=O)N(Cc1ccc(OC)cc1)[C@H]2CC(=O)OC	-1.4	2	-4	101	0.3	1	8	-4	-2	-5
CC(C)C(NC(=O)c1ccco1)C(=O)OCC(=O)Nc1ccc(C(N)=O)cc1 (centres undefined)	-2.4	10	-2	107	0.3	0	11	1	-3	-1
COc1cc(-c2nc3ccc(C)cn3c2NCc2ccccc2)ccc1SC1CCCCC1	1.8	11	3	99	0.5	-4	-10	2	1	6
Cc1cc(-c2nn(-c3ccccc3F)cc2CN2CCC(C(N)=O)CC2)c(C)s1	-0.6	22	5	89	-2.5	-1	3	-2	-22	0
COCCCNc1nc(-c2ccncc2)nc2ccccc12	-3.5	1	-2	104	-0.7	5	21	7	4	-2
CC1(C)C[C@H]2C3=CCC4[C@@]5(C)CC[C@H](O)[C@](C)(CO)C5CC[C@@]4(C)[C@]3(C)C[C@H]3O[C@@H]1[C@H](O)[C@]32CO (some centres undefined)	6.0	2	7	88	2.2	-3	-35	1	-2	1
O=C(COC(=O)CCC1CCCC1)Nc1ccc(F)cc1	6.6	-2	-3	101	0.2	-2	-26	1	-3	1
Cc1cccc(NC(=O)C(=O)N/N=C/c2ccncc2)c1	4.0	-9	0	103	0.7	-3	-27	-2	7	-7
O=C(Nc1ccnn1C1CCN(Cc2cccc(OCCO)c2)CC1)C1CCOC1 (centres undefined)	-2.6	-2	0	113	-0.7	-1	14	-2	-11	5
CCC(CC)NC(=O)CO/N=C/c1ccccc1OC(F)F	-1.9	-1	1	106	1.5	·	10	-9	-7	1
COc1ccc(Cl)cc1S(=O)(=O)N(C)CC(=O)NCCCn1ccnc1	-1.5	5	5	97	1.6	1	9	-4	-9	0
Cc1ccc(S(=O)(=O)N2CCOCC2)cc1C(=O)OCC(=O)NC1CCCC(C)C1C (centres undefined)	-1.5	-16	2	93	-1.0	11	6	-2	8	0
Cc1cccc(CCN2C(N(C)C)=NC[C@@H]2CC(C)C)c1	-1.3	-1	3	106	1.6	1	8	1	1	-2
CCOC(=O)c1c(NC(=O)CSc2nnc(CNc3ccc(F)cc3)o2)sc(C)c1C	0.6	28	-1	·	1.2	-6	-4	-5	12	-5
O=C(NC(=S)Nc1ccc(N2CCOCC2)cc1)c1cccc([N+](=O)[O-])c1	-2.8	2	0	93	-0.1	-1	12	3	7	-4
Cc1ccc(C)c(S(=O)(=O)NCc2ccc3c(c2)OCO3)c1	-1.0	-10	-3	102	1.1	1	5	-1	4	-8
O=C(CCNS(=O)(=O)c1ccccc1)NNC(=O)COc1ccc(Cl)cc1	-4.2	-5	2	104	-0.1	0	17	3	-7	-2
COc1cccc(NC(=O)COC(=O)c2nc(Cl)ccc2Cl)c1	-1.3	5	1	100	2.0	0	7	7	-4	1
CCCCNC(=S)N/N=C1\CCCCc2ccccc21	7.5	20	3	108	0.5	-1	-52	-6	-9	-1
Next entries follow.
SMILES	MOR-DOR ag	Arrestin-AP2 inh	V-ATPase pH	Pemphigus Ab inh	C-LANA FP	Wnt act	MOR-DOR inv ag	cardiac RTF act	Cardiac RTF inh	Keap1 Nrf2 FP
CCOC(=O)CSc1nnc(C)n1N	-2.8	14	0	99	1.7	1	12	1	1	4
Cc1cccc(C(=O)Oc2ccccc2/C=N/Nc2ccc([N+](=O)[O-])cc2)c1	6.4	3	6	99	0.6	-4	-34	9	-7	-5
CC(C)C1S/C(=N/N=C/c2cccs2)NC1=O (centres undefined)	-2.8	-7	0	105	0.2	·	14	0	-3	3
O=C(N/N=C/c1cc(Cl)cc([N+](=O)[O-])c1O)c1cccc(S(=O)(=O)N2CCOCC2)c1	-6.0	-9	-3	104	0.8	1	29	-3	8	-2
Cc1cccc(NC(=O)CSc2nnc(-c3ccccc3Br)o2)c1C	0.2	1	1	·	0.5	-1	-1	2	0	-2
Cc1ccc2nc(-c3ccc(NC(=S)NCC(C)(C)CN(C)C)cc3)sc2c1	-2.7	10	0	97	2.4	56*	14	1	-7	-2
CN1C(=O)/C(=C/c2cccc(Cl)c2)Sc2ccc(C(=O)NCc3cccnc3)cc21	0.3	37	-4	91	-1.2	-5	-1	-3	-2	0
Cc1cc(=O)[nH]c2c(C)c(N)ccc12	-1.8	-8	0	95	-0.2	-2	9	2	-3	0
CCOC(=O)c1c(C)oc2c1c(C=NCCO)c(O)c1ccccc12	8.8	-7	4	103	7.8	-1	-48	24	-21	23*
CN(c1ccccc1)S(=O)(=O)c1cccc(C(=O)NCc2ccccc2)c1	-1.9	-6	-3	100	-0.1	-1	7	1	-13	-1
COc1ccc(C(CC(=O)O)NC(=O)COc2ccc(C)cc2)cc1OC (centres undefined)	0.8	-16	1	97	-0.8	·	-4	-1	-1	1
O=C(CSc1ccc2ccccc2n1)c1ccc2c(c1)OCO2	0.2	8	8	·	19	·	-1	3	-5	-2
CCCc1nnc(SCC(=O)N2CCCCC2C)n1CCCOC (centres undefined)	-0.9	-4	0	101	1.0	-4	5	2	-8	-4

Arranged by molar mass (lowest first): some entries from above
SMILES	MOR-DOR ag	Arrestin-AP2 inh	V-ATPase pH	Pemphigus Ab inh	C-LANA FP	Wnt act	MOR-DOR inv ag	cardiac RTF act	Cardiac RTF inh	Keap1 Nrf2 FP
Cc1cc(=O)[nH]c2c(C)c(N)ccc12	-1.8	-8	0	95	-0.2	-2	9	2	-3	0
CCOC(=O)c1c(C)oc2c1c(C=NCCO)c(O)c1ccccc12	8.8	-7	4	103	7.8	-1	-48	24	-21	23*
CN(c1ccccc1)S(=O)(=O)c1cccc(C(=O)NCc2ccccc2)c1	-1.9	-6	-3	100	-0.1	-1	7	1	-13	-1

Screening results as filed in PubChem.
